Screening results: PubChem BioAssay, several laboratories
Insulin prom inh – TRM-6 insulin promoter activity inhibition; TRM-6 cells (human fetal islet line), insulin promoter-eGFP reporter, imaging; reporter expression induced with tamoxifen; inhibition, % at 2 µM; 130,000 tested, 0.9% active;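 active means inhibition above the mean plus 3 SD, with well images judged a real hit on visual review, cut at about 60% in these data, passing the limit was not always enough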
sdo1 growth – restores growth of sdo1-depleted yeast; S. cerevisiae sdo1-depleted JHY4D growth rescue, OD600 30 h; hits give high values; pdr5 snq2 efflux-pump mutant strain; z-score at 10 µM; 140,000 tested, 0.21% active;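 active means z-score above 3 at both the 24 hr and the 30 hr optical density reads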;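 further: z-score against mean and SD of all compound wells on the same plate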
sdo1 growth Rescue 24 h – further read-out of sdo1 growth, marked with its call; z-score; S. cerevisiae sdo1-depleted JHY4D growth rescue, OD600; measured here: growth rescue at 24 h;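 0 is the plate mean of compound wells and units are plate SD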
The depositor's hits bear a star; · = not tested or not shown; [ ] = remark or other dose.

Each structure is followed by: Insulin prom inh	sdo1 growth	sdo1 growth Rescue 24 h
[1] COC(=O)c1ccccc1NC(=O)c1ccc2c(c1)C(=O)N(Cc1ccco1)C2=O
 : -138	·	·
[2] Cc1cc(NC(=O)Cn2c(=O)n(CCCCC(=O)NC3CCN(Cc4ccccc4)CC3)c(=O)c3ccccc32)n[nH]1
 : 7	·	·
[3] Cc1ccc2c(c1)N(CCCC(=O)NCc1cccnc1)C(=O)CO2
 : 15	1.1	1.9
[4] CC(C)Cn1c(=O)c(C(=O)N/N=C/c2cccc(F)c2)c(O)c2ccccc21
 : 43	-0.34	-0.46
[5] COc1ccc(N2CCN(Cc3nc4ccccc4n3C)CC2)cc1
 : 24	0.11	0.24
[6] COc1ccc(N=Cc2nc(-c3ccco3)oc2O)cc1
 : -33	-0.15	-0.6
[7] CC(/C=N/NC(=O)Cc1cccn1C)=C\c1ccccc1
 : 75*	0.89	0.65
[8] COc1cccc(-c2nnc(SCC(=O)Nc3ccc(OC)c(OC)c3)n2N)c1
 : ·	1.4	1.6
[9] O=C(COc1ccc(S(=O)(=O)NCc2ccccc2)cc1)N1CCOCC1
 : 0	0	0.09
[10] O=C(CSc1nc2ccccc2o1)N1CCN(c2ccccc2)CC1
 : -42	0.37	1.3
[11] COc1ccc(C2N(c3ccc(C)cc3)CCN2c2ccc(C)cc2)cc1O
 : 33	·	·
[12] O=C(OC(c1ccccc1)c1nccc2ccccc12)c1cc([N+](=O)[O-])cc([N+](=O)[O-])c1 (stereo not given)
 : ·	-0.95	-0.4
[13] Cc1c(-c2ccc(F)cc2)nc(N)c(C#N)c1-c1ccco1
 : -36	0.67	1.7
[14] Cc1ccc(S(=O)(=O)NC(C(=O)OCC(=O)NC2CCS(=O)(=O)C2)C(C)C)cc1 (stereo not given)
 : 25	0.31	-0.23
[15] CCCCNC(=O)NNC(=O)c1ccc(F)cc1
 : -8	0.99	0.65
[16] CC(C)c1nc(=S)c2ccccc2[nH]1
 : 69	0.4	0.28
[17] CC(C)Oc1ccc(Cc2cnc(N)nc2N)cc1
 : 19	0.15	-0.77
[18] O=C(CCCN1C(=O)CSc2ncccc21)N1CCN(Cc2ccccc2)CC1
 : ·	0.34	0.3
[19] CCOc1ccc(C2CC(c3ccc(OC)c(OC)c3)n3nc(N)nc3N2)cc1 (stereo not given)
 : -20	0.44	0.4
[20] CCOC(=O)C1=C(C)NC(=O)NC1/C=C/c1ccccc1 (stereo not given)
 : ·	-0.31	0.05
[21] O=C(CSc1ccc2nnc(-c3cccc(F)c3)n2n1)NCc1ccco1
 : ·	1.3	0.66
[22] COc1cc(/C=C/C(=O)c2c(O)cc(C)oc2=O)cc(OC)c1O
 : 7	0.2	0.15
[23] O=C(CSc1ncn[nH]1)NCCC(c1ccccc1)c1ccccc1
 : -85	-0.93	-1.6
[24] CN1C(=O)C2C(c3ccc(N(C)C)cc3)NN(Cc3ccccc3)C2C1=O (stereo not given)
 : 11	·	·
[25] CCOC(=O)COc1ccc(S(=O)(=O)Nc2ccc3c(c2)OCCO3)cc1
 : -460	-0.48	-0.35
[26] N#Cc1c2n(c3c(=O)n(Cc4ccccc4Cl)cnc13)CCCCC2
 : 22	-1.3	-0.68
[27] Cc1ccc(NC(=O)Cn2cccc2)cc1
 : -29	·	·
[28] CC(OC(=O)c1ccncc1)C(=O)NC1CCCC1 (stereo not given)
 : -30	·	·
[29] CCNC(=O)CC1SC(=Nc2cccc(Cl)c2C)N(C)C1=O (stereo not given)
 : 52	0.08	-0.34
[30] O=C(c1ccc2c(c1)OCO2)[C@@H]1[C@@H]2C(=O)N(C3CCCCC3)C(=O)[C@@H]2C2c3ccccc3C=CN21 (stereo not given in full)
 : ·	-0.64	0.3
[31] CCOc1ccccc1C(=O)Nc1ccc(-n2nncc2C(C)(C)C)cc1
 : -63	·	·
[32] CC(C)c1ccccc1NC(=O)COC(=O)CCN1C(=O)/C(=C\C=C\c2ccccc2)SC1=S
 : 27	-0.04	1
[33] CC(C)(C)S(=O)(=O)c1ccc2nc3c(n2c1)CCCC3
 : 17	0.4	-0.14
[34] COc1ccc(OC)c(Nc2nc(-c3sc(NC(=O)CC(C)C)nc3C)cs2)c1
 : -24	-1.6	-1.2
[35] O=C1NN(c2ccc(Cl)c(Cl)c2)C(=O)/C1=C/c1cccc(OC(=O)c2cccs2)c1
 : 52	0.63	0.59
[36] CCOC(=O)c1c(C)[nH]c(C(=O)OCCOc2ccc(Cl)cc2)c1C
 : -13	-0.88	-0.07
[37] CCN(CC)S(=O)(=O)c1ccc(C)c(NC(=O)Cn2cnc3cc([N+](=O)[O-])ccc3c2=O)c1
 : -61	·	·
[38] CCCCn1c(=O)c(CCC(=O)OCC(=O)Nc2cccc3ccccc23)nc2ccccc21
 : -31	-1.2	-1.4
[39] Clc1ccc(-c2ccnc(Oc3cc(Cl)ccc3Cl)n2)cc1
 : 50	0.32	2.2
[40] CSc1ccc2nnc(-c3cccc(F)c3)n2n1
 : ·	-0.72	-0.87
[41] Cc1ccccc1Cn1nc(C)c(NC(=O)c2noc3c2CCc2ccccc2-3)c1C
 : ·	-1.6	-1.2
[42] Cc1ccccc1Cn1cc(NC(=O)c2noc3c2CC(C(C)(C)C)CC3)cn1 (stereo not given)
 : -4	-0.89	0.49
[43] CC1CCN(c2nc3ccc(C(=O)N4CCN(Cc5ccc6c(c5)OCO6)CC4)cc3s2)CC1
 : ·	-2.3	-1.3
[44] CCc1ccc(-c2cc(C(=O)NCc3ccccn3)c3ccccc3n2)cc1
 : -7	-1.4	-0.81
[45] CCOC(=O)C1CCN(S(=O)(=O)c2ccc(C)c(C)c2)CC1
 : -206	·	·
[46] O=C(COc1cc(=O)n2c(n1)SCCC2)c1ccccc1
 : -23	-0.16	-0.39
[47] COc1ccc(-c2cn3cccnc3n2)cc1Br
 : 7	0.28	-0.72
[48] COc1ccc(CCN=Cc2c(C)[nH]n(-c3ccc([N+](=O)[O-])cc3)c2=O)cc1OC
 : 57	·	·
[49] CCn1c(CNC(=O)c2ccccc2)nnc1SCC(=O)N1CCN(c2ccccc2)CC1
 : -72	0.37	-0.86
[50] Cc1ccc(OCC(=O)Nc2ccccc2Sc2ccccc2)c([N+](=O)[O-])n1
 : 7	-0.45	-0.31
[51] Cc1noc(C)c1S(=O)(=O)Nc1ccc(C(=O)NCCc2ccccc2)cc1
 : ·	1.3	1.1
[52] CCC(c1nnnn1Cc1ccco1)N(Cc1cc2cc(OC)ccc2[nH]c1=O)C1CCCCC1 (stereo not given)
 : ·	-0.05	0.54
[53] CC(=O)NC(=S)NNC(=O)CCc1ccccc1
 : 22	·	·
[54] COc1ccc(C2OC(=O)CC2C(=O)NCc2ccccc2Cl)cc1OC (stereo not given)
 : 8	·	·
[55] Cc1c2c([n+]3n1CCC3)CC(C)(C)CC2=O
 : 7	1.1	1.1
[56] CCCCn1c(=O)c2ccccc2c2ccccc2c1=O
 : 50	-0.54	-0.97
[57] CC(C)CC(NC(=O)CCl)c1ccccc1 (stereo not given)
 : 23	0.2	-0.07
[58] CCC(c1nnnn1C1CCCCC1)N(Cc1ccco1)Cc1cc2ccc(OC)cc2[nH]c1=O (stereo not given)
 : -32	-1.1	-0.74
[59] COc1ccccc1NC(=S)NN1CCN(C)CC1
 : -11	-0.77	-0.83
[60] CCOCCOC(=O)C1=C(C)Nc2ccc(C)cc2S1
 : 0	-0.02	-0.47

New compounds follow
Each structure is followed by: Insulin prom inh	sdo1 growth	sdo1 growth Rescue 24 h
[61] CN(CCC#N)C(=O)COC(=O)c1cccnc1Nc1ccccc1F
 : 9	·	·
[62] O=C(NCc1ccco1)c1noc2c1CCCCC2
 : 21	0.86	0.6
[63] Cc1c(-c2cccc(NC(=O)c3ccco3)c2)nc2ncccn12
 : 7	·	·
[64] CC(C)c1nc(-c2ccccc2)c(-c2ccccc2)[nH]1
 : 87*	-0.21	-0.98
[65] CC(=O)N1CCN(C(=S)c2ccc(Cl)cc2)CC1
 : 47	1	0.21
[66] COc1ccc(C)cc1S(=O)(=O)N(CC(=O)NCc1ccc(Cl)cc1)Cc1ccccc1
 : -13	-1.4	-0.73
[67] O=C(CNC(=O)c1ccc(Cl)cc1)OCc1nc2ccccc2s1
 : ·	-0.17	-0.57
[68] CCN(CC)S(=O)(=O)c1cccc(C(=O)Nc2nc3cc4c(cc3s2)OCCO4)c1
 : 4	-0.67	-0.33
[69] CCOc1ccccc1Nc1nc(N)nc(CN(C)C2CCCCC2)n1
 : -38	1.2	1
[70] CCc1nc(NCCCn2ccnc2)c2oc3ccccc3c2n1
 : 9	0.37	-0.21
[71] CCOC(=O)CN1C(c2ccccc2O)Nc2ccc(Br)cc2C1c1ccccc1 (stereo not given)
 : 0	-0.36	0
[72] N/C(CC(=O)Nc1cccc(C(F)(F)F)c1)=N/O
 : ·	0.1	0.22
[73] CN(C)CCCOc1cccc(Cl)c1
 : 57	-0.48	-1.1
[74] O=C(/C=C/c1ccccc1)NCC(=O)N/N=C\c1cccnc1
 : 17	2.1	2.5
[75] Cc1cc2nc(-c3cccnc3SCC(=O)NCc3ccco3)[nH]c2cc1C
 : -78	-0.06[11.1 µM]	-0.05
[76] C=CCn1c(C)cc(-c2csc(N)n2)c1C
 : -29	0.43	0.04
[77] CCS(=O)(=O)N1CCN(C(=O)c2ccccc2)CC1
 : 21	-0.37	-0.7
[78] COc1ccc(S(=O)(=O)N(C)CC(=O)Nc2ccccc2C(F)(F)F)cc1Cl
 : -21	-0.01	0.15
[79] O=c1c2ccccc2ncn1CCOCCOc1cccc(Br)c1
 : 25	-0.59	-0.79
[80] c1cc2c3c(cccc3c1)C(N1CCCCC1)=N2
 : 87*	-0.01	-0.3
[81] O=C(c1ccccc1[N+](=O)[O-])N1CC2C3C=CC(C3)C2C1 (stereo not given)
 : 50	·	·
[82] Cc1cc([N+](=O)[O-])nn1CCCC(=O)Nc1cc(Oc2ccccc2)cc([N+](=O)[O-])c1
 : 7	-0.85	0.06
[83] CC(C)C[C@H](NC(=O)NC(C)C)C(=O)O
 : -50	0.77	-0.06
[84] CC1(C)CC(C)(O)P(=O)(c2ccccc2)O1 (stereo not given)
 : -11	0.74	0.62
[85] COc1ccc(C2(O)CCN(Cc3nnnn3Cc3ccc(C)cc3)CC2)cc1
 : -38	-1.1	-1.3
[86] CCC(C)[C@H](NC(=O)NCCCn1ccnc1)C(=O)OC (stereo not given in full)
 : -21	-0.03	-0.07
[87] C/C(=N\Nc1nc(-c2cc(C)ccc2C)cs1)c1cc2c(ccc3ccccc32)oc1=O
 : 17	-1.1	0.62
[88] Cc1ccc(OCc2nnc(NC(=O)OCC(C)C)s2)cc1
 : -22	-0.42	-0.97
[89] CC1CN(CC(O)COCc2ccc3c(c2)OCO3)CC(C)O1 (stereo not given)
 : -12	·	·
[90] O=C(OCc1ccccc1)c1ccc2c(c1)-c1ccccc1C2=O
 : -26	-0.76	-0.09
[91] CCc1nnc(SCC(=O)NC2CCCC2)nc1CC
 : -30	0.22	0.02
[92] Cc1c(-c2ccccc2)oc2c(C(=O)OCC(=O)Nc3ccc(F)cc3)cccc2c1=O
 : ·	-0.65	-0.32
[93] CCSc1nc(N)c(C#N)c(-c2ccccc2Cl)c1C#N
 : -35	-1.8	-1.3
[94] O=C(NCCCN1CCOCC1)c1ccc([N+](=O)[O-])cc1[N+](=O)[O-]
 : -25	·	·
[95] Cc1nc2c(C(=O)NCc3ccccc3)c[nH]n2c(=O)c1Cl
 : ·	0.68	0.65
[96] COCC(=O)NC(c1ccccc1)c1ccccc1
 : -9	0.33	0.07
[97] C=CCN=C1NN=C(c2ccc3c(c2)OCCO3)CS1
 : -10	·	·
[98] O=C1NC(=O)/C(=C/c2ccccc2Oc2ccc(Cl)cc2)S1
 : 17	0.3	0.25
[99] O=C(N/N=C/c1cccc(OCc2ccccc2)c1)c1ccc(Br)cc1
 : -13	-0.44	0
[100] FC(F)(F)c1nnc2c(Sc3ccc(Cl)cc3)nc3ccccc3n12
 : -21	-2.2	-1.2
[101] O=C1CSC(c2cccc(Cl)c2Cl)N1c1ccccn1 (stereo not given)
 : -3	-0.97	-0.64
[102] O=C(NC1CCCC1)C(c1ccc(F)cc1)N(Cc1ccc(F)cc1)C(=O)c1ccn[nH]1 (stereo not given)
 : ·	1.8	1.3
[103] CSc1ccccc1NC(=O)CN(C)Cc1cc(=O)n2ccsc2n1
 : 19	·	·
[104] COCCCNC(=O)CC(NS(=O)(=O)c1ccc(C)cc1)c1ccc(OC)cc1 (stereo not given)
 : 10	0.58	-0.32
[105] COc1ccccc1NC(=O)CCc1nc(-c2ccccc2F)no1
 : -305	·	·

Sorted by value in Insulin prom inh (ascending): some entries from above.
Each structure is followed by: Insulin prom inh	sdo1 growth	sdo1 growth Rescue 24 h
[105] COc1ccccc1NC(=O)CCc1nc(-c2ccccc2F)no1
 : -305	·	·
[96] COCC(=O)NC(c1ccccc1)c1ccccc1
 : -9	0.33	0.07
[103] CSc1ccccc1NC(=O)CN(C)Cc1cc(=O)n2ccsc2n1
 : 19	·	·

Arranged by SMILES length (largest number first): part of the list above
Each structure is followed by: Insulin prom inh	sdo1 growth	sdo1 growth Rescue 24 h
[63] Cc1c(-c2cccc(NC(=O)c3ccco3)c2)nc2ncccn12
 : 7	·	·
[67] O=C(CNC(=O)c1ccc(Cl)cc1)OCc1nc2ccccc2s1
 : ·	-0.17	-0.57
[77] CCS(=O)(=O)N1CCN(C(=O)c2ccccc2)CC1
 : 21	-0.37	-0.7
[17] CC(C)Oc1ccc(Cc2cnc(N)nc2N)cc1
 : 19	0.15	-0.77
[47] COc1ccc(-c2cn3cccnc3n2)cc1Br
 : 7	0.28	-0.72
